Screening data (PubChem)
DNMT1 inh = blocks human DNA methyltransferase DNMT1; DNMT1 molecular beacon, Hinp1I cleavage, fluorescence; 0.83% of 360,000 active; inhibition (reported as % activation of signal), % at 10 µM; in the data active = inhibition above about 50%
STEP block = inhibitors of human striatal-enriched phosphatase STEP; P54829; recombinant STEP, OMFP fluorogenic substrate, fluorescence; inhibition, % at 20 µM; 0.25% of 360,000 active;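 active = inhibition at 20 µM, scaled per plate between control wells, above about 37%, limit read from the data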;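 note: 0% = DMSO with enzyme and substrate and 100% = substrate only without enzyme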
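Measure: Control-normalized % inhibition with plate pattern correction | Test system: STEP phosphatase, cell-free reaction | Medium: pH 6.0 Bis-Tris with DTT and Tween 20 | Technique: Fluorescence, 480/540 nm | Times: Reaction 20 min, ambient temperature | Doses: Single compound dose of 20 µM, 1% DMSO final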
Scp-1 inhibitor = inhibitors of human Scp-1 phosphatase. Recombinant Scp1, phosphopeptide, malachite green phosphate absorbance. inhibition, % at 20 µM. Q9GZU7. 0.88% of 340,000 active;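 active = inhibition above about 50% at 20 µM, limit read from the data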;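 note: plate controls were DMSO wells with enzyme for no effect and wells lacking enzyme for full effect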
Target sequence (Q9GZU7 76-261 limits assumed): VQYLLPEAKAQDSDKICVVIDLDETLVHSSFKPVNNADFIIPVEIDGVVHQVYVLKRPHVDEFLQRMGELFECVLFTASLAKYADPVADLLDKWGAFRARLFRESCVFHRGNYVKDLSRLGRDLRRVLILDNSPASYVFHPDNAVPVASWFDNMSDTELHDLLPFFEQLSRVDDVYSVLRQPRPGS
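System: SCP-1 catalytic domain; Reagent: Phospho 17-mer peptide substrate; Doses: one concentration, 20 µM, with 1.0% DMSO; Incubation: 45 min room-temperature reaction, 5 min colour, 30 min stabiliser; Signal: Phosphate-binding colour reagent, absorbance read at 630 nm.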
Rin1 Abl inh = blocks binding of human Rin1 to Abl | TR-FRET Rin1/Abl binding, biochemical | inhibition, % at 7.35 µM | 0.4% of 360,000 active; in the data active = inhibition above about 5%, passing the limit was not always enough
CSN deneddyl inh = blocks human CSN-mediated cullin deneddylation; Purified CSN, SCF-Nedd8-OG deneddylation, fluorescence polarization; inhibition, % at 12.5 µM; 0.38% of 360,000 active; Q92905;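 active = pattern-corrected inhibition above about 35%, with an unprinted fluorescence ratio check between 0.5 and 1.5, limit read from the data, passing the limit was not always enough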;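 note: 0% = enzyme with substrate and 100% = substrate without enzyme; some results filed as inactive read as strong as hits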
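Schedule: reaction 90 min, room temperature / Assay system: HEK293T-derived human Csn5 enzyme / Input: Csn5 at 0.24 nM final / Measure: inhibition of Csn5 cleavage, % / Control set: substrate-only high control, full reaction low control / Technique: fluorescence polarization of the substrate / Buffer or medium: Tris/NaCl/DTT buffer, pH 7.5 / Reagent: SCFSkp2-Nedd8OG substrate at 10 nM final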
LMPTP inh = LMPTP (human) inhibition; P24666; recombinant LMPTP-A, OMFP fluorogenic substrate, fluorescence intensity; inhibition, % at 20 µM; 0.22% of 360,000 active; AID 651560;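 active = compounds that cut the enzyme signal by at least half of the control window in the single-dose screen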;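 note: plate controls were DMSO wells with enzyme plus substrate for no effect and substrate without enzyme for full effect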
Target sequence (P24666 whole entry, looked up): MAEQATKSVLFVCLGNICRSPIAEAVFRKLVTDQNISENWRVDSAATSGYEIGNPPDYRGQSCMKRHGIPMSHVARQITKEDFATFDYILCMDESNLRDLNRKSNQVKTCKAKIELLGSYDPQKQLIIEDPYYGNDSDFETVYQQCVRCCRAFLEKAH
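material = LMPTP-A | quantity = 0.625 nM enzyme | reagent = OMFP substrate, 400 µM final | buffer or medium = Bis-Tris pH 6.0, DTT, detergent | detection = endpoint fluorescence intensity from OMFP dephosphorylation | dosing = single 20 µM dose | read-out basis = % inhibition relative to no-enzyme and uninhibited control wells | control set = no-enzyme and uninhibited controls | timing = 50 min at room temperature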
Rpn11 inh = blocks the human proteasome subunit Rpn11; human 26S proteasome, Ub4-pepOG fluorescence polarization; 20S core pre-blocked with epoxomicin; O00487; calls only at 20 µM; 0.59% of 360,000 active;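 active = inhibition at 20 µM, scaled to each plate's controls, above about 33%, limit read from the data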
Target sequence (O00487 whole entry, looked up): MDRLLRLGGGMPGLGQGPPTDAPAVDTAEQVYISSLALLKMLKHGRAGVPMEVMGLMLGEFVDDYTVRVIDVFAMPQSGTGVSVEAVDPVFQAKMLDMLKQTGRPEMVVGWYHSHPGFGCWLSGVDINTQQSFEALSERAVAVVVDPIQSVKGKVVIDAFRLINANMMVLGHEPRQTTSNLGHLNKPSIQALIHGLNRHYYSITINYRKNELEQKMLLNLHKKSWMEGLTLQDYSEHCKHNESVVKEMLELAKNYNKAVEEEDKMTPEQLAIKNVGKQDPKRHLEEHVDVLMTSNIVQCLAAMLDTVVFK
SUMO1 PPI mod = SUMO1-SIM interaction modulation | SUMO1 binding to a labelled peptide, TR-FRET, 1 h | inhibition, % at 20 µM | 0.33% of 360,000 active | AID 602429; in the data active = inhibition above about 37%
Target sequence (P63165 whole entry, looked up): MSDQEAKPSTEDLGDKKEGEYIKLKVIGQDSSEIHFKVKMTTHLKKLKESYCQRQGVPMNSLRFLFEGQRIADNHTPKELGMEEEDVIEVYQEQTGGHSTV
Neddyl block = inhibitors of human cullin neddylation. P61081+Q13564. TR-FRET cullin neddylation, biochemical. calls only at 25 µM. 0.58% of 360,000 active; in the data active = inhibition above about 36%
NadD inh = inhibitors of Staphylococcus aureus NadD; purified NadD enzyme, colorimetric absorbance read-out; inhibition, % at 20 µM; 0.78% of 360,000 active; AID 602399; in the data active = inhibition above about 26%; note: some compounds past the cut are filed as inactive
Starred values were filed as active, the others as inactive; i = inactive; . = not tested or not shown; + = active, no number. Compounds were not picked by outcome (roughly 3.8% active in at least one column).

Structure	DNMT1 inh	STEP block	Scp-1 inhibitor	Rin1 Abl inh	CSN deneddyl inh	LMPTP inh	Rpn11 inh	SUMO1 PPI mod	Neddyl block	NadD inh
CC(=O)c1[nH]c(C)c(C(=O)N2CCCC(Nc3cccc(F)c3)C2)c1C (stereo not drawn)	-0.7	0.5	1.1	-2.1	-0.4	-0.4	i	1.0	i	7.2
CN(C(=O)COC(=O)c1ccc2c(c1)OCO2)C1CCS(=O)(=O)C1 (stereo not drawn)	0.4	-1.0	-5.2	-1.6	2.2	-0.9	i	-0.2	i	-0.5
Cn1c(-c2cccc(Br)c2)cnc1NCc1ccccc1O	-1.4	1.2	0.1	-0.6	-1.0	1.4	i	0.1	i	-6.7
Cc1cccc2c1-c1sc(C(=O)N3CCCCC3)cc1CO2	0.7	-4.2	-11.7	-2.2	4.3	2.2	i	-4.9	.	-11.1
COc1c(C)cc(C(=O)C2CCCN(C(=O)c3cc(C4CC4)[nH]n3)C2)cc1C (stereo not drawn)	2.2	-2.1	-4.7	-0.9	-2.8	-1.0	i	6.0	i	0.3
COc1cc(C(=O)OC(C)C(=O)Nc2ccc3c(c2)OCCO3)cc(OC)c1OC (stereo not drawn)	-4.0	4.1	-12.7	4.2	-0.9	0.1	i	-0.4	i	-5.3
O=C(CN1C(=O)NC(c2ccccc2)(c2ccccc2)C1=O)Nc1ccc(N2CCOCC2)cc1	-4.4	-0.8	-15.3	2.3	-4.4	-1.0	i	-0.9	i	5.3
COc1ccc(NC(=O)NNC(=O)C(C)Oc2ccc3ccccc3c2)cc1 (stereo not drawn)	-1.5	-0.7	-9.5	0.8	3.4	-0.1	i	-0.1	i	-0.1
CC1=C(C(=O)N(C)C)CC(CC(=O)NC(c2ccccc2)c2ccccc2)C(=O)N1Cc1ccccc1 (stereo not drawn)	1.6	1.0	.	5.7	2.3	-1.1	i	1.2	i	4.3
CCOC(=O)N1CCC(N2Cc3cccc(C(=O)Nc4c(C)cccc4CC)c3C2=O)CC1	-2.1	2.2	-11.7	0.6	0.9	0.8	i	4.9	i	8.3
O=C(Nc1ccc(F)c(F)c1)C1=COCCO1	1.7	-0.2	1.4	1.3	-1.4	0.6	i	1.2	i	-4.4
CCn1c(SCC(=O)N2CCCC2)nnc1-c1ccc(S(=O)(=O)N2CCCCCC2)cc1	-5.0	-1.6	-7.3	0.8	-1.0	0.3	i	2.7	i	5.5
CCCCN(CC)C(=O)Cn1ncc2c1-c1cc(C)ccc1OC2	4.7	1.5	-8.4	-3.5	-5.2	-1.5	i	3.9	i	-2.2
Cc1cc(C)n(-c2ccc(Cl)c(C(=O)Nc3ccc(-c4nnc5n4CCCCC5)cc3)n2)n1	-1.4	4.2	28.1	-2.1	5.8	-0.5	i	17.5	i	5.0
Cc1cc(=O)n2[nH]c(-c3ccc(F)cc3)nc2n1	1.6	0.1	-4.8	-3.1	-1.8	-2.4	i	-2.5	i	2.7
O=C(Nc1ccsc1C(=O)N1CCCC1)c1ccccc1	1.0	-2.0	-7.4	-3.2	1.1	1.4	i	21.5	i	-0.5
CCCCNC(=O)C1C(c2ccc(C(F)(F)F)cc2)=Nc2ccccc2N1C(C)=O (stereo not drawn)	.	.	.	.	-2.1	-1.5	.	-36.0	i	.
Cc1ccsc1/C=N/Nc1ccc(C(=O)O)cc1	0.3	-3.2	-4.2	-1.0	1.4	-0.5	i	-12.2	i	-7.6
CC1(Cc2ccc(F)cc2)C(=O)Nc2ccc(S(=O)(=O)NC3CCCCC3)cc21 (stereo not drawn)	-3.3	0.6	.	-1.2	-3.7	0.5	i	-0.1	i	6.1
Cc1ccc2cc3cc(C(=O)NCc4ccco4)oc3nc2c1	7.5	3.5	14.3	-0.3	-1.6	-0.6	i	-11.5	+	1.8
Cc1ccc(C(=O)NCCn2cc(SCC(=O)N3CCOCC3)c3ccccc32)cc1	-2.8	0.0	-9.2	-1.4	-1.4	-2.2	i	-3.4	i	-1.9
CCOc1ccccc1C1CC(c2ccc(F)cc2)Nc2nc(N)nn21 (stereo not drawn)	2.2	-4.0	-4.2	1.9	-2.8	-1.6	i	9.6	i	1.6
C=CCN1C(=NC(=O)COc2ccccc2)SC2CS(=O)(=O)CC21 (stereo not drawn)	4.0	-3.7	-9.6	-4.2	1.6	-2.3	i	0.8	i	2.5
Cc1ccc(-c2cnc3n2CCCCC3)cc1	16.5	1.0	-14.2	-1.8	2.3	-0.2	i	0.5	i	-6.3
CCN(CC)c1ccc(NC(=O)c2c(C)noc2C)cc1	-1.1	0.9	-2.2	-1.4	-3.3	-0.4	i	5.9	i	1.3

Next part
Structure	DNMT1 inh	STEP block	Scp-1 inhibitor	Rin1 Abl inh	CSN deneddyl inh	LMPTP inh	Rpn11 inh	SUMO1 PPI mod	Neddyl block	NadD inh
O=C(Nc1ccc(N2CCOCC2)cc1)c1ccc(Br)o1	0.7	0.7	-9.3	1.4	3.9	-0.8	i	-1.4	i	-1.0
Cn1c(=O)cc(SCC(=O)NCCCN2CCOCC2)c2ccccc21	1.2	-2.3	5.2	-15.7	-1.1	-1.1	i	3.4	i	-2.6
CCCCC(c1nc2ccccc2[nH]1)n1c(-c2ccccc2)nc2cc(C)c(C)cc21 (stereo not drawn)	31.6	1.0	.	3.1	-7.2	1.2	i	0.6	i	4.5
CCC(=O)c1ccc(OCC(=O)OCc2csc(CC(=O)Nc3ccccc3C)n2)cc1	-0.1	2.4	.	-1.4	-2.1	0.9	i	3.8	i	-9.8
CSc1ncccc1C(=O)N1CCCC(N2CCN(c3ccccc3F)CC2)C1 (stereo not drawn)	1.8	-1.0	-6.0	0.8	2.4	0.0	i	6.8	i	-1.5
OCCN1CCN(CCCN2c3ccccc3CCc3ccccc32)CC1	0.1	-2.6	.	-1.2	4.5	-0.4	i	-1.8	i	-6.7
CCCCn1c(N)c(N(CCOC)C(=O)c2ccc(Br)s2)c(=O)[nH]c1=O	1.0	-1.4	-2.8	-2.1	2.3	0.1	i	-2.9	i	5.0
CCOC(=O)c1ccccc1NC(=O)c1cncc(Br)c1	3.6	2.0	0.2	-2.4	-0.5	-1.4	i	2.0	i	-4.0
COc1ccccc1CCC(=O)OCC(=O)Nc1ccc(C(N)=O)cc1	0.6	-2.9	-4.9	1.7	4.6	-0.2	i	4.2	i	-14.3
COc1ccc(N2CC(O)=C(c3nc4ccccc4s3)C2=N)c(OC)c1	-10.6	3.5	0.2	3.6	3.4	0.5	i	1.1	i	15.2
CSc1ncccc1C(=O)OCC(=O)Nc1ccc(N2CCOCC2)cc1	-2.1	-2.1	-15.3	2.2	3.1	-1.4	i	5.3	i	1.1
CN(C)S(=O)(=O)c1cc(NC(=O)COC(=O)C2COc3ccccc3O2)ccc1Cl (stereo not drawn)	-0.4	0.6	-3.3	-2.8	11.4	0.7	i	-3.1	i	1.9
CC(=O)/C(=C/N(C)C)C(=O)Nc1ccc(Cl)cc1Cl	-4.6	4.0	-6.7	-1.1	2.5	0.6	i	2.2	i	-7.0
CCOc1ccccc1OCCOc1ccccc1OC(C)C	-3.1	-2.8	-7.0	-1.0	-1.1	1.1	i	-2.7	i	-3.4
CCOc1ccc(C(=O)NC(=S)N2CCN(c3ccc(C(F)(F)F)cc3[N+](=O)[O-])CC2)cc1	4.0	4.1	-4.6	1.8	-3.9	0.4	i	-3.3	i	3.6
O=C(c1ccc(S(=O)(=O)N2CCCC2)cc1)N1CCN(c2ccccc2F)CC1	1.4	-1.2	-0.7	-0.5	0.9	0.7	i	-6.1	i	0.0
CCC(=O)c1ccc(OCC(=O)OC(C)C(=O)Nc2c(C)n(C)n(-c3ccccc3)c2=O)cc1 (stereo not drawn)	1.4	0.2	-3.5	-0.4	1.7	0.1	i	6.5	i	1.8
O=C(Nc1ccncc1)c1cccc(F)c1	3.5	-2.6	-2.2	-0.2	-4.8	-0.7	i	1.2	i	0.3
CCCCOc1ccc(S(=O)(=O)NCc2csc(C)n2)cc1	2.4	-2.5	-8.9	-1.6	2.9	0.3	i	2.4	i	-3.2
O=C(Nc1ccc(N2CCOCC2)cc1)C1CC(=O)N(c2ccc(F)cc2)C1 (stereo not drawn)	-0.4	2.8	-9.6	1.2	-6.5	-0.2	i	2.7	i	-4.1
Cc1onc(-c2ccccc2Cl)c1C(=O)N1CCCC1	-0.8	0.4	-0.8	1.2	-2.3	-1.9	i	2.6	i	-11.4
O=C(COc1ccccc1)NS(=O)(=O)c1ccccc1	-1.1	-0.7	-8.1	-0.2	1.8	-2.1	i	7.0	i	2.4
Cc1ccc(NS(=O)(=O)c2cc(-c3cc(C)no3)ccc2C(C)C)nc1	-11.6	1.5	-4.3	4.4	1.9	0.7	i	10.7	.	1.3

One compound at a time, as listed above. Screens in order: DNMT1 inh | STEP block | Scp-1 inhibitor | Rin1 Abl inh | CSN deneddyl inh | LMPTP inh | Rpn11 inh | SUMO1 PPI mod | Neddyl block | NadD inh
OCCN1CCN(CCCN2c3ccccc3CCc3ccccc32)CC1 as listed: 0.1 | -2.6 | . | -1.2 | 4.5 | -0.4 | i | -1.8 | i | -6.7
CCC(=O)c1ccc(OCC(=O)OC(C)C(=O)Nc2c(C)n(C)n(-c3ccccc3)c2=O)cc1 (stereo not drawn) as listed: 1.4 | 0.2 | -3.5 | -0.4 | 1.7 | 0.1 | i | 6.5 | i | 1.8
CCOc1ccccc1C1CC(c2ccc(F)cc2)Nc2nc(N)nn21 (stereo not drawn) as listed: 2.2 | -4.0 | -4.2 | 1.9 | -2.8 | -1.6 | i | 9.6 | i | 1.6
